S100A4 MyoIIA: S100A4-myosin IIA interaction inhibition; P26447; actives 0.14% (n = 360,000); S100A4/TAMRA-MyoIIA peptide fluorescence polarization; inhibition, % at 10.7 µM;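 active = mean inhibition of at least 70% across replicates, with every replicate also reaching that level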
Target sequence (P26447 whole entry, looked up): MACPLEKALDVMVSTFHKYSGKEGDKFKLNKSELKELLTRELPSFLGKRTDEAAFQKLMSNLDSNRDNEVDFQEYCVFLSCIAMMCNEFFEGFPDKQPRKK
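assay system = human S100A4 monomer with TAMRA-labelled myosin IIA peptide | also added = labelled myosin peptide probe, 5 nM | incubation = 5 min between mix addition and reading | control set = DMSO and TFP controls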
E-selectin induc: induces E-selectin expression in human endothelial cells; P16581; HUVEC E-selectin immunofluorescence imaging; normalized: neutral wells 0, TNF-alpha wells 100; activation, % at 7.58 µM; actives 0.37% (n = 260,000); AID 686992;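 active = mean E-selectin-positive cell signal at least 10% of the positive control, reached in at least 60% of replicates, without over 20% cell loss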;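 note: in these data hits start at about 27%; measured in HUVEC primary endothelial cells; signal is the percent of cells scored E-selectin positive by PE staining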
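Assay system: HUVEC primary endothelial cells. Input: 3,000 HUVEC seeded per well. Doses: one compound dose added by pin transfer. Read-out basis: % PE-positive cells. Benchmarks: TNF-alpha high, DMSO low. Detection: immunofluorescence imaging. Buffer or medium: EGM-2, gelatin.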
EWS-Fli block: EWS/Fli transcriptional activity inhibition | actives 0.67% (n = 350,000) | A673 NR0B1-luciferase reporter, viability-normalised | inhibition, % at 12.6 µM;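 active = mean inhibition of at least 50% after viability correction, with every replicate also passing that limit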;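 note: firefly luciferase signal divided by Alamar Blue viability fluorescence both relative to DMSO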
esBAF inh: SWI/SNF esBAF complex inhibition. mouse ES cells, Bmi1-luciferase knock-in reporter, 24 h; 100% = twice the neutral-well signal. reporter increase, % at 12.5 µM. actives 2% (n = 350,000). AID 602393; in the data active = activation above about 40%;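 note: 0% = median of the plate's neutral control wells and 100% = double that signal; a rise in the Bmi1 reporter signal indicates esBAF inhibition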
FN deposition inh: fibronectin deposition inhibition. AH1F fibroblasts, Alexa488-fibronectin deposition fluorescence, overnight. inhibition, % at 12.6 µM. actives 0.086% (n = 350,000). AID 743247;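 active = mean inhibition across replicates of 30% or more, regardless of how many single replicates reach that level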;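 note: positive control wells lacked labelled fibronectin entirely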
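Material: AH1F fibroblast monolayer depositing Alexa488-labelled fibronectin into matrix / Amount: 10000 AH1F cells per well / Signal: fluorescence 485/525 nm / Medium: DMEM, 2% serum / Compound: single dose, pinned / Incubation: 1 h cell adhesion before compound, then overnight fibronectin incubation / Reagent: Alexa488-FN, 24 nM final / Read-out: inhibition of fibronectin deposition signal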
RAD52 anneal inh: blocks human RAD52 DNA annealing. recombinant RAD52 DNA annealing, FRET fluorescence. inhibition, % at 18.7 µM. actives 0.46% (n = 360,000);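 active = every replicate showing at least 50% inhibition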
RAD54 branch: RAD54 (human) branch migration inhibition; RAD54 Holliday junction branch migration, FAM/BHQ fluorescence; inhibition, % at 10.4 µM; Q92698; actives 0.14% (n = 360,000);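 active = mean normalized replicate activity at least 40 and at least half of replicates scoring 40 or more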;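 note: 0% = median of neutral control wells and 100% = median of positive control wells; inhibitors cause a drop in the FAM fluorescence signal; in these data hits start at about 50%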
Target sequence (Q92698 whole entry, looked up): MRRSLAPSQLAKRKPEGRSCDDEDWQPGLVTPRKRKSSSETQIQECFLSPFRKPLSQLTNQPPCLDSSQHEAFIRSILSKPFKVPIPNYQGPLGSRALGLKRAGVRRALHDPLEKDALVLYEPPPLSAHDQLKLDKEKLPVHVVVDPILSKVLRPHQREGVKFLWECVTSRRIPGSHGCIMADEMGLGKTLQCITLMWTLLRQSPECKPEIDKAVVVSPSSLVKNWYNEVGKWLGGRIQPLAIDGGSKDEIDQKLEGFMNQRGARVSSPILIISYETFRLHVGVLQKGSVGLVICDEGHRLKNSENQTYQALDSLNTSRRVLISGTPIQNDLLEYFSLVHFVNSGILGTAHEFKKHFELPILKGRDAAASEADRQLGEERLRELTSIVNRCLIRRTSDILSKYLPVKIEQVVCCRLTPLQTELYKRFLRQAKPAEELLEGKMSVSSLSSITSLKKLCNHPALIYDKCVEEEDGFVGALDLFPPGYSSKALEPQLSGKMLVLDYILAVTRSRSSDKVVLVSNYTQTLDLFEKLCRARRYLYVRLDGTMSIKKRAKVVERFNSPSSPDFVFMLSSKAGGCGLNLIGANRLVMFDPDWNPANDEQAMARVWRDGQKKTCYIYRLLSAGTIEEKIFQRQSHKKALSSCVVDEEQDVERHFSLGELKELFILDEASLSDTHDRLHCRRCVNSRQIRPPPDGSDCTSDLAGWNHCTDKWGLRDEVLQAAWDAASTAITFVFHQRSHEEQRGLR
XiGFP reactiv: activators of X-chromosome reactivation in mouse fibroblasts | actives 0.055% (n = 360,000) | AID 743238 | activation, % at 7.58 µM | XiGFP mouse fibroblasts, % GFP-positive cells imaging, 3 d; cells co-treated with 5-aza-dC sensitizer; scaled so ellipticine positive control = 100%;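 active = mean normalized replicate activation at least 10% and every replicate at or above 10%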;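 note: 0% = median of on-plate neutral control wells and 100% = ellipticine 6 µM median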
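material = 68-5-11 XiGFP fibroblast line | medium = DMEM plus 5-aza-dC sensitizer | schedule = 3 days compound exposure | benchmarks = positive control ellipticine, 6 µM final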
* marks the source's active call; other numbers are inactive results. This is a random part of the collection; 3% or so of the library scored in one or more.

How did COc1cccc2sc(NNC(=O)C3COc4ccccc4O3)nc12 (stereo not given) do in these assays?
S100A4 MyoIIA: 5; EWS-Fli block: 6; FN deposition inh: -2; RAD52 anneal inh: -6; XiGFP reactiv: 0.0

Results for COc1ccc(/C(C)=N/N2C(=O)c3ccccc3NC2c2ccc(O)c(OC)c2)cc1 (stereo not given) ?
S100A4 MyoIIA: 2; E-selectin induc: -0.2; EWS-Fli block: -88; esBAF inh: 30; FN deposition inh: 6; RAD52 anneal inh: -19; RAD54 branch: -6; XiGFP reactiv: 0.1

How did O=C1[C@H]2[C@@H](/C=C/c3ccccc3)N3C(=O)CN(CCO)C(=O)[C@@]3(Cc3ccccc3)[C@H]2C(=O)N1c1ccccc1 do in these assays?
S100A4 MyoIIA: 20; E-selectin induc: -0.1; EWS-Fli block: -8; esBAF inh: 3; FN deposition inh: -1; RAD52 anneal inh: -17; RAD54 branch: 2; XiGFP reactiv: -0.1

Results for Cc1c(Br)c([N+](=O)[O-])nn1CC(=O)N1CCc2ccccc21 ?
S100A4 MyoIIA: 0; E-selectin induc: 0.1; EWS-Fli block: 4; esBAF inh: 3; FN deposition inh: 11; RAD52 anneal inh: -16; RAD54 branch: 0; XiGFP reactiv: -0.2

How did CC(=O)Oc1ccc(-c2ccc(C(=O)OCC(=O)c3c(N)n(C)c(=O)n(C)c3=O)cc2)cc1 do in these assays?
S100A4 MyoIIA: 3; EWS-Fli block: 14; esBAF inh: -4; FN deposition inh: 3; RAD52 anneal inh: -27; RAD54 branch: -3; XiGFP reactiv: -0.1

How did C/C(=N\NC(=O)NC1CCCCC1)c1ccc(Cl)s1 do in these assays?
S100A4 MyoIIA: -6; EWS-Fli block: 20; esBAF inh: -16; FN deposition inh: 10; RAD52 anneal inh: -6; RAD54 branch: -5; XiGFP reactiv: 0.0

What do the screens show for `CC(c1nnc(SCC(=O)c2c(N)n(C)c(=O)n(C)c2=O)n1-c1ccc(Cl)cc1)N(C)C` (stereo not given)?
S100A4 MyoIIA: 1; EWS-Fli block: 9; esBAF inh: 4; RAD52 anneal inh: -15; RAD54 branch: -11

What do the screens show for `COC(=O)C[C@H]1CC[C@@H]2[C@H](COC[C@@H](O)CN2CCC(F)(F)F)O1`?
S100A4 MyoIIA: -6; E-selectin induc: 0.1; EWS-Fli block: 2; esBAF inh: -4; FN deposition inh: 1; RAD52 anneal inh: 2; RAD54 branch: -3; XiGFP reactiv: 0.0

What do the screens show for `C[C@H]1CN([C@@H](C)CO)C(=O)c2cccc(N(C)C)c2O[C@@H]1CN(C)S(=O)(=O)c1cn(C)cn1`?
S100A4 MyoIIA: 23; E-selectin induc: 0.0; EWS-Fli block: 1; esBAF inh: 7; FN deposition inh: -3; RAD52 anneal inh: -3; RAD54 branch: -1; XiGFP reactiv: -0.5

Results for COc1cc(C(=O)Nc2nnc(C)s2)c([N+](=O)[O-])cc1OC ?
S100A4 MyoIIA: -2; E-selectin induc: 1.2; EWS-Fli block: 1; FN deposition inh: 0; RAD52 anneal inh: -13; XiGFP reactiv: 0.1

Results for COC(=O)c1ccc2nc(C3CCCCC3)c(Cc3ccccc3)n2c1 ?
S100A4 MyoIIA: 12; E-selectin induc: -0.9; EWS-Fli block: 10; esBAF inh: 16; FN deposition inh: -9; RAD52 anneal inh: -39; RAD54 branch: 2

What do the screens show for `Cc1ccc(C(=O)N/N=c2\sc3ccccc3n2C)cc1`?
S100A4 MyoIIA: -1; EWS-Fli block: -11; FN deposition inh: 9; RAD52 anneal inh: -2; XiGFP reactiv: -0.1

How did CCN(C[C@H]1N[C@@H](CO)[C@H]1c1ccc(C2=CCCC2)cc1)C(=O)c1ccccc1 do in these assays?
S100A4 MyoIIA: -2; E-selectin induc: 0.0; EWS-Fli block: 5; esBAF inh: -5; FN deposition inh: 0; RAD52 anneal inh: -41; RAD54 branch: -2; XiGFP reactiv: 0.1

How did COc1cccc(OC)c1C(=O)Nc1cccc2c1CCCC2 do in these assays?
S100A4 MyoIIA: 1; E-selectin induc: 0.1; EWS-Fli block: 6; esBAF inh: 10; FN deposition inh: -4; RAD52 anneal inh: -19; RAD54 branch: -13; XiGFP reactiv: 0.1

What do the screens show for `CN(C)CCCNC(=O)[C@@H]1[C@@H](CO)[C@@H]2Cn3c(ccc(-c4ccc(F)cc4)c3=O)[C@@H]2N1C`?
E-selectin induc: -0.2; EWS-Fli block: -7; esBAF inh: -1; RAD52 anneal inh: -6; RAD54 branch: -11; XiGFP reactiv: 0.3

How did NC(COCc1ccccc1)c1csc(Nc2ccc(C(F)(F)F)cn2)n1 (stereo not given) do in these assays?
S100A4 MyoIIA: -3; E-selectin induc: 0.3; EWS-Fli block: 16; esBAF inh: 1; FN deposition inh: -4; RAD52 anneal inh: -38; RAD54 branch: 3; XiGFP reactiv: 0.0

How did COc1ccc(CCNC(=O)c2c(O)c3ccccc3[nH]c2=O)cc1 do in these assays?
S100A4 MyoIIA: 3; EWS-Fli block: 19; esBAF inh: 5; FN deposition inh: 3; RAD52 anneal inh: -12; RAD54 branch: 4; XiGFP reactiv: 0.3

Results for CSc1ncnc2sc(C)c(C)c12 ?
S100A4 MyoIIA: 3; EWS-Fli block: 5; FN deposition inh: 1; RAD52 anneal inh: -4; XiGFP reactiv: 0.0

How did Cc1cc(NC(=O)CSCC(=O)N(C)Cc2ccc(F)cc2)no1 do in these assays?
S100A4 MyoIIA: -3; E-selectin induc: 0.7; EWS-Fli block: 4; esBAF inh: -5; RAD52 anneal inh: 13; RAD54 branch: 7; XiGFP reactiv: 0.1

Results for CCCNC(=O)c1ccccc1C(=O)NC1(C(=O)NCCC)CCCC1 ?
S100A4 MyoIIA: -30; E-selectin induc: -0.2; EWS-Fli block: 11; esBAF inh: 0; FN deposition inh: 1; RAD52 anneal inh: -2; RAD54 branch: 2; XiGFP reactiv: 0.0

How did Cn1c(CO)cnc1-c1ccccc1 do in these assays?
S100A4 MyoIIA: 1; E-selectin induc: 1.9; EWS-Fli block: 4; FN deposition inh: 2; RAD52 anneal inh: -10; XiGFP reactiv: 0.0

How did CN(CC(=O)O)C(=O)c1ccccc1 do in these assays?
S100A4 MyoIIA: 1; EWS-Fli block: -2; esBAF inh: 5; RAD52 anneal inh: 1; RAD54 branch: -1

What do the screens show for `O=S1(=O)CC2SC(=S)N(Cc3ccccc3)C2C1` (stereo not given)?
S100A4 MyoIIA: 2; E-selectin induc: 3.6; EWS-Fli block: -12; FN deposition inh: -10; RAD52 anneal inh: -13; RAD54 branch: 0; XiGFP reactiv: -0.1

Results for CO[C@H]1CN(C)C(=O)c2cc(NC(=O)C3CC3)ccc2OC[C@@H](C)N(C)C[C@@H]1C ?
S100A4 MyoIIA: -20; E-selectin induc: -0.2; EWS-Fli block: -3; esBAF inh: 3; FN deposition inh: 6; RAD52 anneal inh: -6; RAD54 branch: 10; XiGFP reactiv: 1.2

What do the screens show for `COc1cc(C)c(CN2CCN(S(=O)(=O)c3ccc(Cl)s3)CC2)cc1OC`?
S100A4 MyoIIA: -4; E-selectin induc: -2.3; EWS-Fli block: 5; esBAF inh: 0; FN deposition inh: 4; RAD52 anneal inh: -17; RAD54 branch: 7; XiGFP reactiv: -0.1

How did O=C(c1ccccc1)N1CCN(CC(O)Cn2ccc3ccccc32)CC1 (stereo not given) do in these assays?
S100A4 MyoIIA: 1; E-selectin induc: 0.0; EWS-Fli block: 5; FN deposition inh: 1; RAD52 anneal inh: -13; XiGFP reactiv: 0.0

Results for CC(C)COC(=O)N1CCCCC1c1cc(C(=O)Nc2ccccc2)no1 (stereo not given) ?
S100A4 MyoIIA: 4; E-selectin induc: 11; EWS-Fli block: 0; esBAF inh: 9; FN deposition inh: 6; RAD52 anneal inh: -1; RAD54 branch: -5; XiGFP reactiv: 0.1

What do the screens show for `O=C(CSc1nccc(=O)[nH]1)Nc1ccc(N2CCOCC2)c(Cl)c1`?
S100A4 MyoIIA: -13; EWS-Fli block: -2; esBAF inh: -1; FN deposition inh: -1; RAD52 anneal inh: -5; XiGFP reactiv: 0.0

What do the screens show for `CCOC(=O)C1CCCN(c2c(Nc3cccc(C)c3)c(=O)c2=O)C1` (stereo not given)?
S100A4 MyoIIA: -2; E-selectin induc: 0.0; EWS-Fli block: -8; esBAF inh: 1; FN deposition inh: 0; RAD52 anneal inh: -4; RAD54 branch: 5; XiGFP reactiv: 0.0

How did O=[N+]([O-])c1nn(-c2ccc3c(c2)OCCO3)n(O)c1=NC1CCN(Cc2ccccc2)CC1 do in these assays?
S100A4 MyoIIA: -1; EWS-Fli block: 2; esBAF inh: 5; FN deposition inh: -5; RAD52 anneal inh: 1; RAD54 branch: 7; XiGFP reactiv: 0.6

Results for CCOc1ccccc1NC(=O)C(C)SCc1ccccc1 (stereo not given) ?
S100A4 MyoIIA: 0; EWS-Fli block: 18; esBAF inh: -3; FN deposition inh: -2; RAD52 anneal inh: -16; RAD54 branch: 5; XiGFP reactiv: 0.0

Results for Cc1ccc(-c2cc(C(=O)NC3CCCCC3)no2)cc1 ?
S100A4 MyoIIA: -6; E-selectin induc: 1.6; EWS-Fli block: -56; esBAF inh: 37; FN deposition inh: -1; RAD52 anneal inh: 6; RAD54 branch: 0; XiGFP reactiv: 0.0

Results for C[C@@H]1CN([C@@H](C)CO)C(=O)c2c(c3ccccc3n2C)-c2ccccc2CO[C@@H]1CN(C)C(=O)[C@@H]1CCCN1C ?
S100A4 MyoIIA: -5; E-selectin induc: -3.8; EWS-Fli block: 8; esBAF inh: 0; FN deposition inh: 1; RAD52 anneal inh: 7; RAD54 branch: 15; XiGFP reactiv: -0.4

Results for CC1CCN(CCCCOc2ccc([N+](=O)[O-])cc2)CC1 ?
S100A4 MyoIIA: -1; E-selectin induc: -1.5; EWS-Fli block: 1; FN deposition inh: 3; RAD52 anneal inh: -23; XiGFP reactiv: 0.1

How did COc1ccc(CN2CCC(C)(Oc3ccc4c(c3)OCO4)C2)c2ccccc12 (stereo not given) do in these assays?
S100A4 MyoIIA: 11; E-selectin induc: 0.1; EWS-Fli block: 6; esBAF inh: 1; FN deposition inh: -1; RAD52 anneal inh: -25; RAD54 branch: 6; XiGFP reactiv: 1.6

How did Cn1ncc2c(NNC(=O)C3CCCCC3)ncnc21 do in these assays?
S100A4 MyoIIA: -1; E-selectin induc: 10; EWS-Fli block: -2; RAD52 anneal inh: -1; XiGFP reactiv: 0.4

Grouped by structure, those above containing a thiophene ring, fused or not (3)
How did C/C(=N\NC(=O)NC1CCCCC1)c1ccc(Cl)s1 do in these assays?
S100A4 MyoIIA: -6; EWS-Fli block: 20; esBAF inh: -16; FN deposition inh: 10; RAD52 anneal inh: -6; RAD54 branch: -5; XiGFP reactiv: 0.0

Results for CSc1ncnc2sc(C)c(C)c12 ?
S100A4 MyoIIA: 3; EWS-Fli block: 5; FN deposition inh: 1; RAD52 anneal inh: -4; XiGFP reactiv: 0.0

What do the screens show for `COc1cc(C)c(CN2CCN(S(=O)(=O)c3ccc(Cl)s3)CC2)cc1OC`?
S100A4 MyoIIA: -4; E-selectin induc: -2.3; EWS-Fli block: 5; esBAF inh: 0; FN deposition inh: 4; RAD52 anneal inh: -17; RAD54 branch: 7; XiGFP reactiv: -0.1

Compound activity from PubChem BioAssay.
